Screening results as filed in PubChem.
E-sel TNF inh: TNF alpha driven E-selectin expression inhibition | inhibition, % at 2 µM | AID 1246 | 120,000 tested, 0.71% active | HUVEC TNFa-induced E-selectin immunofluorescence, high content;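 active = inhibition above the batch mean plus 3 SD, and confirmed as a hit on visual image review, cut at about 43% in these data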;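 note: 0% = TNF-stimulated DMSO wells and 100% = unstimulated control wells; not every result past the cut was called active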
GALR2 blocker: antagonists of human galanin receptor 2 (GALR2); GALR2-expressing cells, antagonist mode; 140,000 tested, 0.39% active; inhibition, % at 4 µM; in the data active = inhibition above about 27%;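 note: cells stimulated with galanin 1-16 at roughly its EC80; 0% = agonist challenge control and 100% = basal control without agonist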
Target sequence (O43603 whole entry, looked up): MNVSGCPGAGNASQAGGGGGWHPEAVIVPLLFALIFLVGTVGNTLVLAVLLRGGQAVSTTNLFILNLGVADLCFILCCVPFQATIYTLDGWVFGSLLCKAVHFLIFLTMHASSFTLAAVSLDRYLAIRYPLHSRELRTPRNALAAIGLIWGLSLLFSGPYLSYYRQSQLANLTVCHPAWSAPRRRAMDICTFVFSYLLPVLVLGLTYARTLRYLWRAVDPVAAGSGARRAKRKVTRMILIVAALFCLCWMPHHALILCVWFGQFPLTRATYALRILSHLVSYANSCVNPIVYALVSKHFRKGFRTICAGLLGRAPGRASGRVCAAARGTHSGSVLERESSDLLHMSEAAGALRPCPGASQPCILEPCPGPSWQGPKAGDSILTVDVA
Phagocytosis inh: macrophage phagocytosis inhibition; J774A.1 macrophage IgG-bead phagocytosis, imaging; inhibition, % at 5 µM; 110,000 tested, 0.07% active;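 active = inhibition above the mean of the plate negative controls plus 5 SD, cut at about 13% in these data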;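 note: phagocytic index as fraction of beads internalized from green versus red external bead signal; plate controls were DMSO negative control for no effect and cytochalasin-D positive control for full effect; some results beyond the cut were filed as inactive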
Yeast lifespan up: yeast lifespan extension; S. cerevisiae growth with nicotinamide, OD615; deaD strain in restrictive glucose medium; inhibition of the nicotinamide effect, % at 10 µM; 130,000 tested, 0.68% active; AID 775;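 active = inhibition above a set limit, placed 3 SD over the median of all compounds, cut at about 26% in these data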;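 note: 0% = nicotinamide-treated wells and 100% = cells grown without nicotinamide; some compounds called inactive have numbers as strong as hits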
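Buffer or medium: CSMM-D glucose medium, restrictive; test system: modified budding yeast, DeaD strain; compound: single dose 10 µM compound, 0.25% DMSO; schedule: culture preincubation 4 h, compound exposure 48 h, both 30 °C; detection: optical density (absorbance) at 615 nm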
MRP1 act: activators of MRP-1; viability increase, % at 10 µM; 140,000 tested, 0.61% active; AID 799; H69AR cells + doxorubicin, viability rescue, CellTiter-Glo;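 active = viability gain under doxorubicin at or above a set limit, the compound median plus 3 SD, cut at about 4.7% in these data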;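 note: MRP-1 overexpressing cells given doxorubicin 25 µM after compound pretreatment; 18-22 h compound pretreatment then 72 h with doxorubicin before readout; 0% = doxorubicin-only wells and 100% = vehicle-treated cells without doxorubicin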
Yeast growth inh: chemicals that inhibit yeast BB579 growth in restrictive medium (lifespan-shortening candidates) | S. cerevisiae BB579 growth, OD615, 48 h | inhibition, % at 10 µM | 140,000 tested, 0.51% active;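 active = inhibition above a set limit, 3 SD over the mean compound inhibition, cut at about 44% in these data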; note: inactives centre near -24
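controls = amphotericin B 10 µg/mL, positive | assay system = DeaD yeast strain BB579 | schedule = 48 h compound exposure at 30 °C after 4 h preincubation | detection = OD615 turbidity measurement | medium = restrictive CSMM-D medium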
HCT116 PTEN-null: growth suppressors of cells with PTEN tumor suppressor deletion; HCT116 PTEN-null viability, CellTiter-Glo, 60 h; stronger effect = lower value; viability, % at 10 µM; 140,000 tested, 1.2% active; AID 827;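 active = viability at or below a set limit, 4 SD under the median of all tested compounds, cut at about 3.7% in these data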;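 note: PTEN knockout HCT116 line with beta catenin targeted HCT116 as companion control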
Measles CPE: protection of cells from measles virus. 140,000 tested, 1.5% active. Measles virus-infected cells, CPE protection, absorbance. protection (pct of control), % at 4 µM. AID 841; in the data active = protection mostly above about 24%, no sharp cut-off; inactive = mostly below about 26%; note: some compounds called inactive have numbers as strong as hits
NPY-Y2 antag: blocks the human neuropeptide Y Y2 receptor; P49146; NPY-Y2 expressing cells, antagonist mode; inhibition, % at 2.7 µM; 140,000 tested, 0.99% active; in the data active = inhibition above about 17%;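 note: 0% = vehicle with agonist challenge and 100% = reference antagonist with challenge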
Target sequence (P49146 whole entry, looked up): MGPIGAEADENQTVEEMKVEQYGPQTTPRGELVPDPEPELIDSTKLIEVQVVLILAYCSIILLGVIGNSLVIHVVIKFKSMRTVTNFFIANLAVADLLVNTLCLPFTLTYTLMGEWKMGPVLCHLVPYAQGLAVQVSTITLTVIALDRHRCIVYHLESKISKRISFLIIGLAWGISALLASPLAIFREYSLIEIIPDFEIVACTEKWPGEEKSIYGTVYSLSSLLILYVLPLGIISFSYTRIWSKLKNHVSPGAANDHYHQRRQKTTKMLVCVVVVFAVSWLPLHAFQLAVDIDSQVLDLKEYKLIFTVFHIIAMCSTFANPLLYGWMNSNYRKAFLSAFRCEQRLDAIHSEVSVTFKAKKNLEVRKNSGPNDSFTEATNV
HCT116 bCat-KO: beta-catenin-lacking colon tumor cell growth suppression; 140,000 tested, 1.5% active; viability, % at 10 µM; AID 818; HCT116 beta-catenin knockout viability, CellTiter-Glo, 60 h; stronger effect = lower value;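 active = viability at or under a set limit, the compound median less 4 SD, cut at about 6% in these data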;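 note: 0% = Hyamine 1622 control at 20 µM and 100% = untreated cell control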
The depositor's hits bear a star; / = no result given.

SMILES	E-sel TNF inh	GALR2 blocker	Phagocytosis inh	Yeast lifespan up	MRP1 act	Yeast growth inh	HCT116 PTEN-null	Measles CPE	NPY-Y2 antag	HCT116 bCat-KO
COc1ccccc1C1=Nc2cccc3cccc(c23)N1	13	7	/	0	-3.7	-17	85	6	0	90
Cc1cccc2cc(CN(Cc3ccco3)C(=O)c3ccncc3)c(=O)[nH]c12	-2	3	-2	8	-1.4	-46	90	6	-2	80
Fc1ccc(CNC(=S)NC2CCCC2)cc1	/	15	-4	-3	-0.5	-24	79	20	2	81
O=C(COc1ccc2ccccc2c1)Nc1ccc(Cc2ccncc2)cc1	30	-8	/	-10	-1.6	-33	88	23	16	105
CCN(CC)CCNC(=S)Nc1ccc(Cl)cc1	/	5	-4	1	-1.1	-22	95	8	0	90
Cc1sc2ncnc(SCC(=O)NCC(C)C)c2c1C	7	-24	-1	-5	1.0	-40	104	5	5	105
COC(=O)c1ccc(NC(=O)COC(=O)CSc2nc(C)cc(C)n2)cc1	-61	-5	-3	-20	-1.9	-38	94	11	0	100
CC1=NNC(=O)C(CC(=O)Nc2ccc(Cl)c(Cl)c2)C1 (centres undefined)	-8	2	-5	-6	1.0	0	101	5	1	92
CCOC(=O)CC(C)(C)/C(C)=N/Nc1ccc([N+](=O)[O-])cc1[N+](=O)[O-]	/	8	-1	1	-1.2	-50	70	6	6	77
O=C(Nc1ccc(N2CCOCC2)cc1)c1ccncc1	10	-10	/	/	-0.8	-10	93	2	2	87
O=C(Nc1ccccc1F)c1ccc(OCc2ccccc2)cc1	11	-2	-4	0	0.1	-31	99	3	9	97
CC(C)(C)Cc1nc(-c2ccc(Cl)cc2)no1	4	-15	-1	-1	-0.7	-59	104	13	1	106
COC(=O)C(CCSC)NC(=O)Cn1ncc2c(=O)oc3ccc(C)cc3c21 (centres undefined)	-10	8	0	-3	-1.6	-35	103	7	2	102
COC(=O)N1[C@H](Cc2ccccc2)C=C[C@]1(C)C(=O)NCc1ccccn1	/	10	/	0	-2.9	-35	90	4	0	91
C/C(=N/NC(=O)c1ccoc1C)c1cccc(NC(=O)C(F)(F)F)c1	7	3	-5	4	0.6	-11	99	16	5	85
O=S(=O)(c1ccccc1)N1N=C(c2cccs2)CC1c1ccc(F)cc1 (centres undefined)	-41	7	2	-9	-0.6	-27	56	3	3	63
COc1ccc(OC)c(Nc2ccc(C(=O)O)cc2[N+](=O)[O-])c1	/	-1	/	-4	-2.7	-19	105	/	2	88
CCCCOc1ccc(C(=O)NCC2(c3ccccc3)CCOCC2)cc1	-48	0	2	-4	-1.5	7	86	21	3	89
CCCN(CCC)C(=O)CSc1nc2ccsc2c(=O)n1NC(=O)c1ccccc1	7	6	1	0	-0.4	-26	97	16	-1	93
Cc1ccccc1NS(=O)(=O)c1ccc(NC(=O)c2ccco2)cc1	-13	8	2	-7	-1.7	2	87	21	-2	92
COc1ccc(Cl)cc1NC(=O)CC(C)=O	-18	-5	-3	-17	0.2	-5	94	18	-3	99
Cc1ccc(Oc2ccc(S(=O)(=O)N3CCOCC3)cc2C(N)=O)c(-n2nc3ccccc3n2)c1	-1	-1	10	-22	-4.3	1	10	4	2	15
CCCOc1ccc(C2C(C(=O)c3ccco3)=C(O)C(=O)N2CCCn2ccnc2)cc1 (centres undefined)	-3	1	0	-6	-1.1	-19	99	1	0	104
COC(=O)Nc1ccc(S(=O)(=O)N(C)C)cc1	10	12	-1	-20	-1.7	22	98	3	-2	92
O=C(c1nn(Cc2ccccc2)c(=O)c2ccccc12)N1CCN(C/C=C/c2ccccc2)CC1	-23	-12	/	-8	-3.3	-18	51	14	6	64

Three entries already listed, sorted by formula weight, largest number first:
SMILES	E-sel TNF inh	GALR2 blocker	Phagocytosis inh	Yeast lifespan up	MRP1 act	Yeast growth inh	HCT116 PTEN-null	Measles CPE	NPY-Y2 antag	HCT116 bCat-KO
Cc1ccc(Oc2ccc(S(=O)(=O)N3CCOCC3)cc2C(N)=O)c(-n2nc3ccccc3n2)c1	-1	-1	10	-22	-4.3	1	10	4	2	15
COC(=O)C(CCSC)NC(=O)Cn1ncc2c(=O)oc3ccc(C)cc3c21 (centres undefined)	-10	8	0	-3	-1.6	-35	103	7	2	102
COC(=O)Nc1ccc(S(=O)(=O)N(C)C)cc1	10	12	-1	-20	-1.7	22	98	3	-2	92

(list continues)
SMILES	E-sel TNF inh	GALR2 blocker	Phagocytosis inh	Yeast lifespan up	MRP1 act	Yeast growth inh	HCT116 PTEN-null	Measles CPE	NPY-Y2 antag	HCT116 bCat-KO
COc1ccc(-c2nn(-c3ccccc3)cc2C(=O)O)cc1OC	-13	-4	-2	-5	-3.5	-15	91	1	2	88
CCOC(=O)C1=C(C)N=C2SC(C)C(=O)N2C1c1cccc(F)c1 (centres undefined)	11	-19	0	-4	3.3	-14	78	1	2	68
Nc1nc(-n2cnnc2)nn1-c1ccccc1	-11	13	1	-3	-3.1	-26	100	5	4	104
O=C(Nc1ccc(-c2nc3ccccc3o2)cc1)c1cccnc1	16	3	/	-22	1.8	-2	18	5	-2	33
CCOC(=O)c1c(CN(C)C)n(-c2ccccc2)c2cc(Br)c(OC)cc12	/	0	5	26*	-5.5	-61	45	11	15	57
Cc1cc(C)cc(N(CC(=O)Nc2cccc(C)n2)S(=O)(=O)c2c(C)noc2C)c1	/	7	/	-1	-1.4	-43	83	7	7	83
COCCN(C(C)=O)c1nnc(-c2cnccn2)s1	22	6	0	-1	-0.4	-56	101	23	0	104
O=C1c2cc(S(=O)(=O)NCCCO)ccc2-c2ccc(S(=O)(=O)NCCCO)cc21	16	5	-2	-13	0.7	-13	100	17	1	100
CCOC(=O)C1=C(C)NC(=S)NC1c1ccc(-c2ccc(Cl)cc2)o1 (centres undefined)	/	10	/	1	-4.4	-28	48	18	5	34
CCCN(CCC)CCCNC(=O)c1cn(CCOC)c(=O)c2c1c1ccccc1n2C	-14	10	-2	-17	-3.6	4	90	6	-2	74
O=C(CCn1cccc1)NCc1ccccc1	/	-1	0	-14	0.1	15	87	11	0	77
O=C(CCC1COc2ccccc2O1)Nc1cccnc1 (centres undefined)	-1	-10	-1	-16	-0.1	-16	108	19	3	94
C=C(C)CSc1nc(N)c2c(C)c(C)sc2n1	-17	-6	0	-13	0.4	-29	93	18	1	85
COc1ccc(Cl)cc1Nc1nc(C)cc(C)c1C(N)=O	/	-3	/	/	-2.6	-16	90	4	-1	90
CCCCCNC(=O)CCCCn1c(=O)[nH]c2cc(OCC)c(OCC)cc2c1=O	-7	4	1	2	-3.4	-32	88	6	-1	94
Cc1nnc(NC(=O)C2COc3ccccc3O2)s1 (centres undefined)	/	-4	-1	-5	1.9	-45	86	5	0	87
O=C1CC(N2CCSCC2)C(=O)N1CCc1ccccc1 (centres undefined)	-19	4	0	-5	1.2	-58	112	7	1	104
Cn1c(Cc2ccccc2)n[nH]c1=S	/	-9	-3	2	0.4	-48	105	11	3	102
CCOc1cc(/C=C2/NC(=S)NC2=O)ccc1OCc1ccc([N+](=O)[O-])cc1	/	-12	1	-10	-2.6	-72	25	4	3	19
CCS(=O)(=O)N1CCCC(C(=O)NCc2ccc(C)cc2)C1 (centres undefined)	/	5	-1	-23	-0.8	-17	88	3	0	99
Cc1ccc2[nH]c3c(c2c1)CN(C)CC3	11	8	/	/	-2.3	-8	93	4	-1	90
CCOc1ccccc1CNCCN1CCOCC1	-1	0	/	-17	-3.6	-2	118	6	-2	106
CCOC(=O)c1cc(C#N)c(Oc2cccc(C(F)(F)F)c2)nc1-c1ccccc1	-29	-7	0	3	-2.9	-16	57	5	2	73
COc1ccc(NC2(c3ccc(Cl)cc3)C(=O)c3ccccc3C2=O)cc1	-19	-4	/	2	-3.7	-40	96	8	2	97
Cc1cc(C(=O)NCc2ccco2)on1	4	-7	0	-8	-2.7	13	88	11	3	99

More entries follow:
SMILES	E-sel TNF inh	GALR2 blocker	Phagocytosis inh	Yeast lifespan up	MRP1 act	Yeast growth inh	HCT116 PTEN-null	Measles CPE	NPY-Y2 antag	HCT116 bCat-KO
CN1CCN(CCCNC(=O)c2cn(C)c3ccc(S(=O)(=O)N(C)C)cc3c2=O)CC1	/	0	1	-14	-1.8	34	99	5	5	94
O=C(COc1ccc(Cl)cc1)NCCSCc1cccc(Cl)c1	-33	0	/	-6	0.3	-17	101	16	17*	89
Cc1cc(OCC(=O)Nc2ccc(N3CCCC3)cc2)cc(C)c1Cl	-12	-9	0	-7	-4.2	9	99	2	4	81
Cc1nc(NC(=O)/C=C/c2ccccc2)sc1C(=O)Nc1cccc(Cl)c1	-33	-1	/	-1	0.5	-14	83	29	5	88
CCNc1nc(NCC)n2c(SCC(=O)N3CC4(C)CC3CC(C)(C)C4)nnc2n1 (centres undefined)	-2	2	-5	0	-1.7	-41	85	19	2	95
CC(C(=O)O)c1ccc(-c2ccccc2)c(F)c1 (centres undefined)	/	8	/	14	-2.0	-12	100	6	10	108
Cc1cccc(N=C2NN=C(c3ccc4c(c3)OCCO4)CS2)c1	/	9	/	-25	-7.5	-42	30	9	3	36
Cc1onc(-c2ccccc2)c1C(=O)N/N=C/c1cc2c(cc1Br)OCO2	2	11	-3	4	-3.3	-16	79	6	-1	85
CC(NC(=O)COC(=O)CC(c1ccccc1)c1ccccc1)c1ccccc1 (centres undefined)	11	2	-3	9	0.0	-14	95	4	2	102
CC1(C)CC(=O)C=C(Nc2ccc3c(c2)OCCO3)C1	/	3	0	-4	-0.4	-18	85	11	1	80
Cc1cc2nc3c(nc2cc1C)C1(C(=O)N(C)C)CCC3(C)C1(C)C (centres undefined)	-10	-10	-1	-1	-0.8	-53	94	1	1	101
Cc1ccc(CNC(C)c2ccccc2)cc1 (centres undefined)	/	5	-3	7	-0.9	1	94	5	2	88
Cc1nnc(NC(=O)CSc2ncnc3scc(-c4ccccc4)c23)s1	3	-5	/	-10	-1.8	-10	87	6	8	92
O=S(=O)(NCCc1csc(-c2cccnc2)n1)c1cccs1	/	-2	-1	-6	-1.8	-12	89	11	1	102
C#CCCCCCCC#CCN(C)C	-8	6	-1	8	-1.5	-12	92	10	4	94
CC1Cc2ccccc2N1C(=O)COC(=O)CNC(=O)c1ccc(Br)o1 (centres undefined)	-41	11	-2	-5	-2.5	0	108	12	3	106
COc1ccc(NCc2nnc(SCC(=O)NCc3ccco3)n2-c2ccccc2OC)cc1	-1	-12	/	/	-2.0	-22	106	15	4	100
CCCCn1c(SCC(=O)NCc2ccco2)nc2cc(S(N)(=O)=O)ccc21	18	-5	0	-8	-3.0	-14	93	11	5	89
CCOc1ccc(C2=NNC(c3cccs3)=Nc3ccc(OCC)cc32)cc1	-1	0	-1	47*	-2.7	-48	49	6	4	57
C/C(CC(=O)Nc1ccc(N(C)C)cc1)=N\NC(=O)c1cnccn1	/	13	-5	-5	-0.3	-8	88	37	3	89
CCOc1ccc(CCNC(=O)COC(=O)c2cccnc2OCC)cc1OCC	-23	0	0	-6	-0.6	-24	101	2	0	101
O=C(CCCOc1ccccc1)Nc1ccc(S(=O)(=O)N2CCOCC2)cc1	/	3	0	-12	-2.0	4	101	17	-1	98
COC(=O)CSc1nc(N)c2c3c(sc2n1)C(c1ccccc1)SC(c1ccccc1)C3 (centres undefined)	-36	-7	-3	14	-3.6	-20	0.7*	5	0	1.1*
